# Compound activity (PubChem BioAssay)
# GAA glycogen mod = alters human alpha-glucosidase cleavage of glycogen. 300,000 tested, 0.38% active. Potency, µM (doses to about 76.4 µM), for the others: at the top dose activity change, negative = inhibition, usual class: inhibitors. recombinant GAA, glycogen substrate, Amplex Red glucose oxidase fluorescence; active means well fitted inhibition curve with a large enough effect; inconclusive means small, poorly fitted or top-dose-only effect, or another doubt; inactive means no such curve, though single readings can be large or run the other way;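 further: 0% = full enzyme reaction and -100% = no-enzyme basal signal; the screen sought inhibitors and activators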
#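 Natural-substrate format: glycogen cleavage by 4 nM human enzyme, glucose read by Amplex Red coupling (Ex 573, Em 610 nm). Normalized to enzyme and no-enzyme controls.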
# Active calls of the source: *; u = inconclusive; [ ] = dose if it differs, or a comment. Potency means the concentration at half of the fitted maximal effect.
No.	SMILES	GAA glycogen mod
1	COc1ccc(-n2nc(C(=O)NCC(=O)O)c3ccccc3c2=O)cc1	0%
2	Cc1ccc(C)c(NC(=O)C(CC(C)C)N2Cc3ccccc3C2=O)c1 (stereo not drawn)	-14%[76.3 µM]
3	O=C(NC(=S)Nc1ccc(Br)c(Cl)c1)C1CC1	1%[76.3 µM]
4	COc1ccc(OC)c(S(=O)(=O)N2CCCC(C(=O)N3CCCCCC3)C2)c1 (stereo not drawn)	-11%[76.3 µM]
5	CCOc1ccc(N2CC(C(=O)NC3CCSC3=O)CC2=O)cc1 (stereo not drawn)	-24%
6	Cc1ccc(O)c(NC(=O)c2cc(-c3ccccc3Cl)on2)c1	-27%[76.3 µM]
7	Cc1oc(-c2ccc(Cl)cc2)nc1CN1CCCN(C(=O)c2ccco2)CC1	-5%[76.3 µM]
8	Nc1ccccc1SC/C=C/CSc1ccccc1N	0%
9	CCCN1Cc2cccc(C(=O)NCCc3cccc(C)c3)c2C1=O	1%
10	CCOc1ccc(NC(=O)CCS(=O)(=O)c2ccc3nc(C)sc3c2)cc1	17%[76.3 µM]
11	COc1cc2c(cc1OC)C(c1ccc(Br)cc1)NC(=O)C2 (stereo not drawn)	17%[76.3 µM]
12	CCCCOc1ccc(C(=O)N(Cc2ccc(N(C)C)cc2)Cc2ccco2)cc1	-7%[76.3 µM]

# Single values from the entries so far:
# GAA glycogen mod, entry 4 stands at -11%[76.3 µM]
# GAA glycogen mod, entry 3 stands at 1%[76.3 µM]
# GAA glycogen mod, entry 11 stands at 17%[76.3 µM]
# GAA glycogen mod, entry 10 stands at 17%[76.3 µM]
# GAA glycogen mod, entry 5 stands at -24%
# GAA glycogen mod, entry 6 stands at -27%[76.3 µM]
# GAA glycogen mod, entry 12 stands at -7%[76.3 µM]

# (cont.)
No.	SMILES	GAA glycogen mod
13	Cc1cc(NC(=O)c2ccc(F)cc2)n(C)n1	7%
14	CC(=O)CCC(=O)NC1CCCc2c1cnn2-c1ccc(C(C)(C)C)cc1 (stereo not drawn)	1%[76.3 µM]
15	COc1cccc(/C=N/Nc2ccnc(=O)[nH]2)c1O	-10%
16	CCN(CC)S(=O)(=O)c1ccc2c(c1)c(=O)c(C(=O)N1CCN(c3cccc(Cl)c3)CC1)cn2C	-6%[76.3 µM]
17	Cc1ccc(OCCSc2nc3ccccc3n2CCC(=O)O)cc1	0%[76.3 µM]
18	Cc1cccc([C@@H]2[C@@H]3C(=O)N(Cc4ccccc4)C(=O)[C@@H]3[C@]3(CC(C)C)C(=O)N(c4cccc(Cl)c4)C(=O)N23)c1	0%[76.3 µM]
19	O=C(Cn1cc2c(n1)CCCC2)Nc1cc(C(F)(F)F)ccc1Cl	2%[76.3 µM]
20	CC1(C)CC(=O)C(C(O)c2cccc([N+](=O)[O-])c2)C(C)(C)N1 (stereo not drawn)	2%[76.3 µM]
21	COc1ccc(-c2nnc(-c3ccccc3O)o2)cc1	5%
22	CCOCCCN(C(=O)Cn1nnc(-c2ccc(OC)c(OC)c2)n1)C(C(=O)NCC1CCCO1)c1ccc(F)cc1 (stereo not drawn)	1%
23	CCCCC(=O)N1CCN(c2nc3ccc(OCC)cc3s2)CC1	3%[76.3 µM]
24	Cc1ccc(OCC(=O)Nc2cc(-c3nc4ccccc4[nH]3)ccc2C)c(C)c1	-7%[76.3 µM]
25	CCc1ccc2occ(CC(=O)Nc3sc4c(c3C(=O)NCCOC)CCCC4)c2c1	-4%[76.3 µM]
26	COc1ccc(NC(=O)c2cccc(NS(=O)(=O)c3ccccc3)c2)cc1	3%[76.3 µM]
27	CCC(=O)N1c2ccccc2NC2=C(C(=O)CC(C)(C)C2)C1c1ccc(O)c(OC)c1 (stereo not drawn)	16%[76.3 µM]
28	COc1cc(/C=N\NC(=O)CC#N)ccc1OC/C=C/c1ccccc1	-1%[76.3 µM]
29	Cc1ccc2c(c1)C(=O)C(=O)N2Cc1ccc(OCCC(C)C)cc1	8%[76.3 µM]
30	COc1ccccc1N(C(=O)c1ccco1)C(C(=O)NC1CCCCC1)c1cc(OC)c(OC)c(OC)c1 (stereo not drawn)	-1%
31	CCc1ccc(NC(=O)CS(=O)CC(=O)Nc2ccc(-n3cnnn3)c(C)c2)cc1 (stereo not drawn)	3%[76.3 µM]
32	O=S(=O)(NCC(c1ccccc1)N1CCc2ccccc21)c1ccc(Cl)cc1 (stereo not drawn)	u
33	Cc1ccccc1SCC(=O)NCCCn1ccnc1	8%
34	O=C(NCc1cccc(Cl)c1)C1CCCN(c2nn3cc(-c4ccc(F)cc4)nc3s2)C1 (stereo not drawn)	4%[76.3 µM]
35	N#CC1(c2ccccc2)CCN(S(=O)(=O)c2ccc(OC(F)(F)F)cc2)CC1	-8%
36	CSc1ccc(CCNC(=O)c2cccc3c2C(=O)N(C2CCCCC2)C3)cc1	-13%[76.3 µM]
37	O=C(c1ccco1)N1CCN(S(=O)(=O)c2ccccc2)CC1	3%[76.3 µM]
38	COc1ccc(NC(=S)NCc2ccccc2Cl)c(OC)c1	2%[76.3 µM]
39	O=C(NCc1ccccn1)c1nn(-c2ccccc2F)nc1CO	-5%[76.3 µM]
40	Cc1c(C(=O)N2CCOCC2)oc2c1-c1nn(CC(=O)NCc3cccc(Cl)c3)cc1CC2	5%[76.3 µM]
41	CCC1COCCS(=O)(=O)N1Cc1cccc(Cl)c1 (stereo not drawn)	-6%[76.3 µM]
42	O=C(NCCCN1CCOCC1)c1ccc(Cl)cc1Cl	-4%[76.3 µM]
43	COC(=O)c1ccc(NC(=O)CN2CCN(CC#N)CC2)cc1	5%
44	Cc1nn(-c2ccccc2)c2sc(C(=O)Nc3cccc(Cl)c3)cc12	8%[76.3 µM]
45	CCCN(CC1CCCO1)C(=O)c1cc(COc2ccc(F)cc2F)on1 (stereo not drawn)	-4%[76.3 µM]
46	CCNC(=S)N1CCC(C(=O)c2ccc(Cl)cc2)CC1	1%[76.3 µM]
47	CCC(C)c1ccccc1OCCCN(C)Cc1ccccc1 (stereo not drawn)	0%[76.3 µM]
48	COc1ccc(S(=O)(=O)N2CCC(C(=O)N3CCCC3)CC2)cc1C	0%[76.3 µM]
49	O=C(NCCN1CCCCC1)c1ccc(Cn2c(SCc3cccc(F)c3)nc3cccnc32)cc1	12%[76.3 µM]
50	Cc1cc(C(=O)NC2CCCc3c2cnn3-c2cccc(C)c2C)n(C)n1 (stereo not drawn)	1%[76.3 µM]
51	COc1ccc(-n2nc(C(=O)NCC(=O)NCCC3=CCCCC3)c3ccccc3c2=O)c(OC)c1	-2%
52	COC(=O)COc1ccc(Oc2nc(NC(C)(C)C)nc(N3CCOCC3)n2)nn1	-1%[76.3 µM]
53	O=C(NCC1CCCO1)c1cc2cc(F)ccc2[nH]1 (stereo not drawn)	-5%
54	COC(=O)c1sccc1NC(=O)c1ccc(C#N)cc1	-5%
55	Cc1ccc(S(=O)(=O)N2CCN(Cc3ccccc3Cl)CC2)cc1	-3%[76.3 µM]
56	COC(=O)c1cnc(Nc2cc(C)ccc2OC)c2ccccc12	-2%
57	CC(NC(=O)c1ccc(N(C)C)c([N+](=O)[O-])c1)c1ccc(-n2ccnc2)cc1 (stereo not drawn)	-1%[76.3 µM]
58	CCOc1ccc(NC(=O)CSc2ccc3ccccc3n2)cc1	17%[76.3 µM]
59	Cc1ccccc1NC(=O)Cn1cc(C(=O)c2cccs2)c2ccccc21	15%[76.3 µM]
60	Cc1ccc(C)c(N2CCN(C(=O)c3ccc4c(=O)n5c(nc4c3)CCCCC5)CC2)c1	12%[76.3 µM]
61	CCOC(=O)c1cc(S(=O)(=O)N2CCOCC2)cn1C	-23%[76.3 µM]
62	CN(C)c1nc2c(c(=O)[nH]c(=O)n2C)n1CCCc1ccccc1	6%[76.3 µM]
63	Cc1cc(=O)[nH]c(Nc2cccc(Cl)c2C)n1	-6%
64	O=C(NC(=S)Nc1ccccc1N1CCCCC1)c1ccc(F)cc1Cl	-21%[76.3 µM]
65	COc1cccc(-n2c(=O)c3c(C)c(C)sc3n(CC(=O)NCc3ccc(C)cc3)c2=O)c1	11%[76.3 µM]
66	CC[C@H](C)[C@H](NC(=O)CNC(=O)COc1cc2c(c3oc(=O)cc(C)c13)CCC(C)(C)O2)C(=O)O	-5%
67	Cn1cccc1/C=N/NC(=O)c1cc2ccccc2cc1O	-30%[76.3 µM]
68	CCc1ccc(NC(=O)CSc2nnnn2C)cc1	-3%[76.3 µM]
69	NNC(=O)/C(=C\c1ccco1)NC(=O)c1ccco1	-22%[76.3 µM]
70	C/C(=C/c1ccccc1)C(=O)N1CCN(c2ccccc2F)CC1	-3%[76.3 µM]
71	COc1ccc(S(=O)(=O)n2nc(-c3ccco3)nc2NCc2ccc(N(C)C)cc2)cc1	-4%[76.3 µM]
72	CS(=O)(=O)N1CCc2ccc(NC(=O)C3CCCO3)cc2C1 (stereo not drawn)	-1%[76.3 µM]

# Of the compounds above, these contain an aryl thioether with sulfur outside any ring:
No.	SMILES	GAA glycogen mod
8	Nc1ccccc1SC/C=C/CSc1ccccc1N	0%
17	Cc1ccc(OCCSc2nc3ccccc3n2CCC(=O)O)cc1	0%[76.3 µM]
33	Cc1ccccc1SCC(=O)NCCCn1ccnc1	8%
36	CSc1ccc(CCNC(=O)c2cccc3c2C(=O)N(C2CCCCC2)C3)cc1	-13%[76.3 µM]
49	O=C(NCCN1CCCCC1)c1ccc(Cn2c(SCc3cccc(F)c3)nc3cccnc32)cc1	12%[76.3 µM]
58	CCOc1ccc(NC(=O)CSc2ccc3ccccc3n2)cc1	17%[76.3 µM]
68	CCc1ccc(NC(=O)CSc2nnnn2C)cc1	-3%[76.3 µM]

# (list continues)
No.	SMILES	GAA glycogen mod
73	COc1ccc(N2CC(C(=O)N3CCOCC3)CC2=O)cc1 (stereo not drawn)	6%
74	CCNC(=O)CC1C(=O)N(c2ccc(OC)cc2)C(=O)N1CCOC (stereo not drawn)	0%
75	COc1nnc(-c2ccc(C)c(S(=O)(=O)NC(C)C)c2)c2ccccc12	1%
76	Cc1ccc(CCNC(=O)c2cn(C)c3ccc(S(=O)(=O)N4CCC(C)CC4)cc3c2=O)cc1	-1%[76.3 µM]
77	O=c1c2ccccc2oc2cc(OCc3cccc(F)c3)cc(O)c12	-3%
78	COc1ccc(NC(=S)N2CCN(S(C)(=O)=O)CC2)cc1	-9%[76.3 µM]
79	Cc1c(C=O)c2ccccc2n1CCOc1ccccc1	-8%[76.3 µM]
80	O=C(CCN1C(=O)/C(=C\c2ccccc2)SC1=S)N1CCCCC1	-6%
81	CC(=O)Nc1ccc(N/C=C/C(=O)c2ccccc2)cc1	-3%[76.3 µM]
82	COc1cccc(NC(=O)N2CCCC2C(=O)NCc2ccco2)c1 (stereo not drawn)	-1%
83	Cc1c(Cc2ccccc2)c(=O)oc2c(C)c(OCC(=O)NCc3ccccn3)ccc12	-6%[76.3 µM]
84	CSc1ccccc1OCc1cc(C(=O)NC(C)CCn2cccn2)no1 (stereo not drawn)	-6%[76.3 µM]
85	CN1C(=O)c2ccccc2Sc2ccc(C(=O)O)cc21	1%
86	CCC1CN(C(=O)N2CCC(C(=O)NCCc3ccccc3C)CC2)c2ccccc2O1 (stereo not drawn)	-11%[76.3 µM]
87	COC(=O)C(CCSC)NC(=O)c1cc2c(n(-c3ccc(OC)cc3)c1=O)CC(C)(C)CC2=O (stereo not drawn)	1%[76.3 µM]
88	Cc1ccccc1-c1noc(C(C)NC(=O)c2ccco2)n1 (stereo not drawn)	-20%
89	O=C(O)c1c(-c2ccccc2)oc2ccc(O)cc12	-1%
90	O=C(COc1ccc2cc(Br)ccc2c1)N1CCCC1	-8%[76.3 µM]
91	Cc1cccc(OCC(=O)NCC2(N3CCN(C)CC3)CCCCC2)c1	18%[76.3 µM]
92	CCc1ccc(C2CC(=O)c3c([nH]c(C(=O)OCc4ccc(C)cc4)c3C)C2)cc1 (stereo not drawn)	5%[76.3 µM]
93	Cn1c(Nc2ccc(F)cc2)nc2ccccc21	9%[76.3 µM]
94	O/C=c1\ccc2cccc3nc(C(F)(F)F)nc1c23	-2%
95	O=C(NCCCN1CCCC1=O)c1c(O)nc2ccccn2c1=O	-3%[76.3 µM]
96	CCOc1cccc(C(c2c(C)n(C)n(-c3ccccc3)c2=O)c2c(C)n(C)n(-c3ccccc3)c2=O)c1OC	0%
97	COc1ccc(CCNC(=O)Cn2ncc3c(=O)oc4ccccc4c32)c(OC)c1	7%[76.3 µM]
98	CC(Nc1oc(-c2ccc(COc3ccccc3)o2)nc1C#N)c1ccccc1 (stereo not drawn)	-13%[76.3 µM]
99	CCOc1ccc2oc(=O)cc(CN3CCN(c4cc(C)ccc4C)CC3)c2c1	14%[76.3 µM]
100	COc1ccc(OC)c(CN2CCN(C(=O)c3ccco3)CC2)c1	-6%[76.3 µM]
101	CC(=O)c1cccc(NS(=O)(=O)c2c(C)nc3sc(C)cn3c2=O)c1	-1%[76.3 µM]
102	CCOC(=O)CCNC(=O)c1ccc2nc(C3CCCCC3)oc2c1	-19%[76.3 µM]
103	O=c1c2oc3ccccc3c2n(Cc2cccc(Cl)c2)c(=O)n1Cc1ccco1	-3%[76.3 µM]
104	CCC(C(=O)NC1CCCC1)N(C(=O)c1snc(C(N)=O)c1N)c1ccc(C)cc1C (stereo not drawn)	-4%[76.3 µM]
105	COc1ccc(NC(=O)N2CCCC2C(=O)Nc2cccc(C)c2C)cc1 (stereo not drawn)	3%[76.3 µM]
106	COc1ccc(OC)c(S(=O)(=O)N/N=C(/C)c2ccc3c(c2)OCO3)c1	-1%[76.3 µM]
107	C=C1CCC[C@]2(C)C[C@H]3OC(=O)C(CNC(CC)CO)[C@H]3CC12 (stereo partly drawn)	4%
108	O=C(CCS(=O)(=O)c1ccc(F)cc1)Nc1nc(-c2ccccn2)cs1	4%[76.3 µM]
109	Cc1ccccc1NC(=O)c1oc2c(c1C)-c1nn(Cc3cccc(Cl)c3)cc1CC2	14%[76.3 µM]

# An excerpt; count on the stated rates, not on these rows.
